# NFkB transloc inh – inhibitors of IL-1B driven NFkB p65 nuclear import, primary screen, imaging, HUVEC, IL-1B stimulus, high-content imaging | HUVEC IL-1B NFkB p65 nuclear translocation imaging | inhibition, % at 2 µM | 94,000 tested, 0.43% active | AID 796, 2007;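 active = inhibition above about 30% together with a positive call from visual inspection of the well image, limit read from the data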;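 also: nuclear over cytoplasmic p65 intensity ratio measured by imaging; 0% = IL-1B stimulated DMSO wells and 100% = unstimulated DMSO wells; values of inactives mirror those of a sister screen read the other way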
# PLAP inhibitors HTS – PLAP enzyme inhibitors, biochemical, luminescence, HTS (AID 690); purified PLAP, luminescent substrate; higher % means a stronger effect; 96,000 tested, 0.08% active; inhibition, % at 20 µM, or IC50 in µM where a hit was titrated; Alkaline phosphatase, placental type (Homo sapiens); in the data active = a potency from the dose series; inactive = the rest, 99 in 100 with inhibition below about 30%; also: strong numbers were not always called active
# IL1B NFkB pot – enhancers of NFkB p65 translocation in HUVEC – imaging, IL-1B stimulus, high-content imaging, primary screen; 94,000 tested, 0.3% active; activation, % at 2 µM; HUVEC IL-1B NFkB p65 nuclear translocation imaging;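 active = activation above 40%, about the mean plus 3 SD, also judged a hit on visual image review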;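 also: percent activation is computed from the nuclear over cytoplasmic p65 intensity ratio; values of inactives mirror those of a sister screen read the other way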
# Bcl-B displacement – displacers of TR3 peptide from Bcl-B, primary screen, selectivity assay for Bfl-1 inhibitor project, biochemical, fluorescence polarization; FP displacement of FITC-TR3 peptide from Bcl-B; higher % means a stronger effect; Bcl-2-like protein 10 (Homo sapiens); one-dose displacement, % at 20 µM; IC50 in µM for titrated hits; AID 748, 2007; 96,000 tested, 0.11% active;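 active = displacement above 50% at 20 µM plus a fluorescence interference ratio under 1.5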;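 also: plate controls were wells without compound for no effect and wells lacking Bcl-B protein for full effect; a part of the inactive calls stands beside numbers as strong as those of hits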
# MRP reversal – reversal of MRP1-mediated doxorubicin resistance, primary screen, H69AR cells, doxorubicin co-treatment; H69AR cells + 2 uM doxorubicin, CellTiter-Glo, 72 h; differential viability (reversal), % at 10 µM; 85,000 tested, 0.04% active;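 active = viability drop by adding the cancer drug above about 55%, with treated viability meeting a 40% cutoff, limit read from the data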;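 also: viability without doxorubicin minus viability with 2 µM doxorubicin for each compound; larger differential means the compound sensitizes cells more to doxorubicin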
# MRP reversal cytotoxicity – recorded beside MRP reversal, whose call it bears; viability, %; H69AR cells, CellTiter-Glo, 72 h; measured here: cytotoxicity without doxorubicin
# MRP reversal with doxorubicin – also measured in MRP reversal; calls as there; viability, %; measured here: viability with 2 uM doxorubicin; active compounds read low
# NFkB transloc inh cell count 2 µM – further read-out of NFkB transloc inh, marked with its call; cell count; measured here: cells passing quality filter;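 raw number of nuclei counted in each imaged well without normalization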
# IL1B NFkB pot cell count 2 µM – second read-out of IL1B NFkB pot, no call of its own (marks repeat the call); cell count; measured here: cells passing quality filter
# * = called active by the depositor; . = no result given. The list is partial; the hit share may differ from the screen's.
SMILES,NFkB transloc inh,NFkB transloc inh cell count 2 µM,PLAP inhibitors HTS,IL1B NFkB pot,IL1B NFkB pot cell count 2 µM,Bcl-B displacement,MRP reversal,MRP reversal cytotoxicity,MRP reversal with doxorubicin
CCN(Cc1ccccc1)S(=O)(=O)c1ccc(S(=O)(=O)N2CCN(CCC#N)CC2)cc1,.,.,-6%,.,.,0%,-4,64,68
COc1ccccc1NC(=O)Nc1ccc2c(c1)OCCO2,-8,116,6%,8,116,2%,-12,67,79
Cc1ccc(-c2n[nH]c(=O)c3ccccc23)cc1S(=O)(=O)NCCN1CCOCC1,-11,94,-80%,11,94,-8%,2,85,83
c1ccc(-n2ncc3c(NCC4CCCO4)ncnc32)cc1 (configuration not stated),-18,133,.,18,133,-21%,-23,41,65
CC(=O)Nc1cc(NC(C)=O)c(CC(C)C)s1,.,.,-19%,.,.,-4%,-3,90,93
CCOC(=O)Nc1sc(C)nc1-c1ccccc1,1,122,6%,-1,122,-11%,7,97,90
COc1ccc(NC(=O)CCOc2ccccc2)cc1,0,141,-13%,0,141,-2%,2,92,90
N#CC1=C(N)Oc2n[nH]c(-c3cccs3)c2C1C1CCCCC1 (configuration not stated),-14,151,-28%,14,151,-10%,-15,38,53
COc1ccc(S(=O)(=O)N(C)CC(=O)N2CCOCC2)cc1Cl,-18,111,-16%,18,111,-9%,-15,86,101
CCOc1ccccc1-n1c(SCC(=O)NCc2ccco2)nnc1-c1ccncc1,-5,127,-33%,5,127,-9%,-13,87,100
COCc1cc(C(C)=O)ccc1OC,-2,155,14%,2,155,-3%,-11,87,98
Cc1cc(C)n2nc(SCc3nc4ccccc4[nH]3)nc2n1,15,44,-85%,-15,44,5%,7,96,88
Clc1cccc(CSC2=NCCCN2)c1,-6,163,.,6,163,.,-6,83,89
CC(C)CC[n+]1ccn(C2=C([O-])c3ccccc3C(=O)/C2=N\S(=O)(=O)c2ccccc2)c1,-4,132,1%,4,132,-6%,-21,52,73
O=C(/C=C/c1ccccc1)N1CCN(c2ccc([N+](=O)[O-])c(N3CCOCC3)c2)CC1,0,146,-16%,-5,178,-2%,.,.,.
COc1ccc(-n2cnc3c(sc4nccc(N(C)C)c43)c2=O)cc1,-6,90,-35%,6,90,-6%,19,84,65
CCNCC(=O)N1c2ccccc2CCc2ccc(NC(C)=O)cc21,4,104,.,-4,104,.,3,85,82
CC1Cc2ccccc2N1C(=O)CSCC(=O)O (configuration not stated),-5,118,6%,5,118,-8%,-2,92,94
COc1ccc(OC)c2c(C)cc(N3CCCN(C)CC3)nc12,-13,171,-50%,13,171,-3%,3,97,94
CC(C(=O)NC1CCCc2ccccc21)N1CCN(Cc2ccc3c(c2)OCO3)CC1 (configuration not stated),8,114,-59%,-8,114,1%,6,80,74
O=C(O)c1cc2n(n1)C(C(F)(F)F)CC(c1ccccc1)N2 (configuration not stated),-17,148,2%,17,148,5%,.,.,.
O=C(CSc1nnc(-c2csc3c2CCCC3)o1)Nc1ccccc1,7,188,-102%,-7,188,-3%,-7,64,71
CCn1c2ccccc2c2cc(NC(=O)Cc3ccc(S(=O)(=O)N4CCOCC4)s3)ccc21,-10,107,-31%,10,107,-19%,2,70,68
O=C(CO/N=C/c1ccccc1)N1c2ccccc2Oc2ccccc21,5,70,.,-5,70,.,3,88,85
Cc1oc2c(CN3CCCC3)c(O)ccc2c(=O)c1-c1ccc(Br)cc1,8,96,-17%,-8,96,-15%,10,90,80

# Exported with each value named: part of the list above.
> CC(C)CC[n+]1ccn(C2=C([O-])c3ccccc3C(=O)/C2=N\S(=O)(=O)c2ccccc2)c1
  NFkB transloc inh: -4 | NFkB transloc inh cell count 2 µM: 132 | PLAP inhibitors HTS: 1% | IL1B NFkB pot: 4 | IL1B NFkB pot cell count 2 µM: 132 | Bcl-B displacement: -6% | MRP reversal: -21 | MRP reversal cytotoxicity: 52 | MRP reversal with doxorubicin: 73

> O=C(/C=C/c1ccccc1)N1CCN(c2ccc([N+](=O)[O-])c(N3CCOCC3)c2)CC1
  NFkB transloc inh: 0 | NFkB transloc inh cell count 2 µM: 146 | PLAP inhibitors HTS: -16% | IL1B NFkB pot: -5 | IL1B NFkB pot cell count 2 µM: 178 | Bcl-B displacement: -2% | MRP reversal: . | MRP reversal cytotoxicity: . | MRP reversal with doxorubicin: .

> COc1ccc(-n2cnc3c(sc4nccc(N(C)C)c43)c2=O)cc1
  NFkB transloc inh: -6 | NFkB transloc inh cell count 2 µM: 90 | PLAP inhibitors HTS: -35% | IL1B NFkB pot: 6 | IL1B NFkB pot cell count 2 µM: 90 | Bcl-B displacement: -6% | MRP reversal: 19 | MRP reversal cytotoxicity: 84 | MRP reversal with doxorubicin: 65

# The list goes on.
SMILES,NFkB transloc inh,NFkB transloc inh cell count 2 µM,PLAP inhibitors HTS,IL1B NFkB pot,IL1B NFkB pot cell count 2 µM,Bcl-B displacement,MRP reversal,MRP reversal cytotoxicity,MRP reversal with doxorubicin
CCOC(=O)/C(C#N)=C/c1ccc(-c2ccsc2C(=O)OC)o1,8,148,30%,-8,148,21%,.,.,.
COc1cc(OC)c(C(=O)NC2CC(C)(C)NC(C)(C)C2)cc1OC,-3,130,14%,3,130,0%,3,89,86
CSc1cc(-c2ccccc2)n(Cc2ccc(Cl)cc2Cl)c(=O)c1C#N,-19,193,32%,19,193,-15%,6,36,30
CCCCn1c(CN2CCN(c3cccc(Cl)c3)CC2)nc2c1c(=O)n(C)c(=O)n2C,-16,138,-107%,16,138,-7%,7,72,65
NC(=O)c1ccccc1NC(=O)CCCN1C(=O)CCC1=O,-15,140,4%,15,140,-2%,2,105,103
CCOc1ccc(NC(=O)CSc2nnc(-c3ccccc3)n2N)cc1,11,131,-18%,-11,131,-19%,6,97,92
COc1ccccc1C(=O)N1CCCN(C(=O)c2ccccc2OC)CC1,1,114,16%,-1,114,-8%,0,95,95
Cc1cc(Nc2ccccc2)n(-c2ccccc2)n1,6,116,4%,-6,116,-3%,6,104,98
CCN(CC)C(=O)Cn1c(=O)n(Cc2ccccc2Cl)c2c1c(=O)n(C)c(=O)n2C,-18,104,.,18,104,.,-22,67,89
Cc1c(CNC(=O)c2nn3c(c2Cl)NC(c2ccccc2)CC3C(F)(F)F)cnn1C (configuration not stated),-5,167,-71%,5,167,0%,11,99,89
O=C1S/C(=C\c2ccc(N3CCOCC3)o2)C(=O)N1Cc1ccc(F)cc1,-1,136,0%,1,136,-188%,.,.,.
COc1cccc(/C=N/NC(=O)c2[nH]c(C)c(C(=O)N/N=C/c3cccc(OC)c3O)c2C)c1O,20,173,-147%,-20,173,-10%,.,.,.
Cc1nn(Cc2cccc(C(=O)NC3CCCCC3)c2)c(C)c1Cl,-14,147,-27%,14,147,0%,3,83,80
COc1cccc(CNC(=O)CSCc2cnn(-c3ccccc3)c2-n2cccc2)c1OC,-9,170,-162%,9,170,-9%,-9,67,77
O=C(CS(=O)(=O)Cc1ccccc1)Nc1nc2c(s1)CCCC2,-7,145,-16%,7,145,-12%,0,88,88
NC(=O)c1nsnc1-c1ccccc1O,.,.,-36%,.,.,1%,.,.,.
Cc1ccc(-c2nc3ccccc3n2C)o1,-7,177,7%,7,177,-1%,6,77,72
COC(=O)c1c(NC(=O)Cc2ccccc2)sc(C)c1C,6,190,9%,-6,190,-10%,-1,78,79
CC(C)OC(=O)c1cccnc1SCc1cc(=O)n2ccccc2n1,-13,126,9%,13,126,-20%,-12,80,92
Cc1cc(C)c(C(=O)COc2cccnc2[N+](=O)[O-])cc1C,-24,86,-28%,24,86,31%,-2,1,3
CC1=C(C(=O)OC(C)C)C(c2ccccc2Cl)CC(=O)N1 (configuration not stated),-22,179,-34%,22,179,-4%,18,92,74
COc1ccc(OC)c(S(=O)(=O)N2Cc3ccccc3CC2C(=O)O)c1 (configuration not stated),-10,86,-12%,10,86,4%,28,96,68
O=C(c1ccc(CNS(=O)(=O)c2cccc(C(F)(F)F)c2)cc1)N1CCOCC1,1,105,-21%,-1,105,-3%,18,99,82
CCNc1nc(N)nc(Oc2ccc(OCC)nn2)n1,-1,113,2%,1,113,-10%,-7,89,96
CCCOC(=O)C1=C(C)NC2=C(C(=O)CCC2)C1c1cccs1 (configuration not stated),-14,108,15%,14,108,1%,17,92,75

# Brought forward from above: three compounds; new compounds follow.
SMILES,NFkB transloc inh,NFkB transloc inh cell count 2 µM,PLAP inhibitors HTS,IL1B NFkB pot,IL1B NFkB pot cell count 2 µM,Bcl-B displacement,MRP reversal,MRP reversal cytotoxicity,MRP reversal with doxorubicin
O=C(c1ccc(CNS(=O)(=O)c2cccc(C(F)(F)F)c2)cc1)N1CCOCC1,1,105,-21%,-1,105,-3%,18,99,82
CCNc1nc(N)nc(Oc2ccc(OCC)nn2)n1,-1,113,2%,1,113,-10%,-7,89,96
CCCOC(=O)C1=C(C)NC2=C(C(=O)CCC2)C1c1cccs1 (configuration not stated),-14,108,15%,14,108,1%,17,92,75
O=C(CCS(=O)(=O)c1cc(Br)cc2c1N(C(=O)C1CC1)CC2)NCC1CCCO1 (configuration not stated),10,138,-31%,-10,138,0%,8,87,79
NC(=O)c1cc(-c2ccccc2)nc(Oc2ccccc2)n1,10,161,-8%,-10,161,-4%,12,103,90
Cc1ccc(-n2ncc3c(NCc4ccccc4)ncnc32)cc1,-3,170,20%,3,170,12%,-17,62,79
O=C(Nc1ccc(N2CCN(C(=O)c3ccccc3)CC2)cc1)c1cc2ccccc2o1,5,145,-73%,-5,145,6%,8,83,75
O=C(Nc1ccccc1)C1CC(=O)N(C2CCCCC2)C1 (configuration not stated),0,136,-16%,0,136,4%,10,106,97
Cc1cc(C(C)(C)C)oc1C(=O)N(CC(=O)NC1CCCC1)Cc1ccc(Cl)cc1,-10,85,-2%,10,85,3%,.,.,.
CCOC(=O)c1c(C)n(C)c2ccc(OCCN(C)C)cc12,0,74,-75%,0,74,-1%,-2,94,96
O=C(Nc1ccc(Cl)cc1)NC1CCCCC1,16,128,5%,-16,128,-1%,-15,71,86
CCc1cc(-c2n[nH]c(=S)n2C(C)c2ccccc2)cs1 (configuration not stated),-1,161,-68%,1,161,-7%,.,.,.
OC1C2CN3CCN(C2)CC1(Cc1ccccc1)C3 (configuration not stated),17,81,.,-17,81,.,7,93,86
COC(=O)c1cc2c(s1)-c1ccccc1CC2,-16,165,0%,17,165,-1%,.,.,.
N#CC(C#N)C(c1ccsc1)c1c(-c2ccccc2)[nH][nH]c1=O (configuration not stated),-3,101,-70%,3,101,-8%,2,94,91
c1ccc2c(c1)CCCN2Cc1nnnn1C1CCCC1,3,126,-13%,-3,126,5%,12,83,71
COc1ccc(OC)c(NC(=O)[C@H]2CC=CC[C@H]2C(=O)O)c1,-5,119,-13%,5,119,6%,.,.,.
COc1ccc(N2CCN(C(CNC(=O)c3cccc(Cl)c3)c3cccnc3)CC2)cc1 (configuration not stated),-26,83,-34%,27,83,-4%,0,94,93
C=CCOc1ccc(C2OC34CCCCC3C(C#N)(C#N)C2(C#N)C(=N)O4)cc1 (configuration not stated),-12,176,-23%,12,176,-7%,-17,13,30
CCCCC(CC)CNC(=O)CN(C)S(=O)(=O)c1cccc2nsnc12 (configuration not stated),7,86,-4%,-7,86,13%,11,81,70
O=C(CN1C(=O)c2ccccc2S1(=O)=O)N1CCN(Cc2ccc3c(c2)OCO3)CC1,7,114,-89%,-7,114,7%,4,95,91
CCn1c(SCC(=O)NC(C)(C)C)nc(O)cc1=O,-10,175,5%,10,175,-2%,2,91,90
Cc1cc(N2CCN(C)CC2)nc2ccc(NC(=O)c3ccc4c(c3)OCO4)cc12,.,.,-54%,.,.,-1%,.,.,.
Cc1cnnc2c1-c1nonc1CC2,9,115,-9%,-9,115,-4%,3,91,88
Cc1cc(C)c(S(=O)(=O)N(CC(=O)O)C2CCCCC2)c(C)c1,.,.,-20%,.,.,-10%,6,99,94
O=C(CSc1nnnn1-c1ccccc1)Nc1ncc(Cc2cc(Cl)ccc2Cl)s1,9,109,6%,-9,109,-3%,.,.,.
COc1cccc(C(=O)Nc2cccc(OCC(=O)O)c2)c1,-11,146,-9%,11,146,9%,9,83,74

# Compound activity as filed in PubChem BioAssay.
